Assay outcomes as filed in PubChem.
TIM10 inh – growth inhibitors of TIM10 yeast strain. S. cerevisiae TIM10 strain growth, BacTiter-Glo luminescence, 24 h. inhibition, % at 10 µM. 330,000 tested, 1.4% active. AID 463195;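 active = inhibition of 40% or more at the single tested concentration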;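 note: wild-type TIM10 isogenic control strain grown at permissive 25 °C; 0% = DMSO yeast wells and 100% = minimal medium wells without yeast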
mIAP activ – increases mouse intestinal alkaline phosphatase activity; muIAP, CDP-Star luminescence, 30 min; stronger effect = higher value; 1 = vehicle-only enzyme signal, 0 = enzyme-free wells; activation factor at 10 µM; 330,000 tested, 0.24% active;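 active = activation factor of at least 2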; note: the source names both 10 and 20 µM as test concentration; values of inactives mirror those of a sister screen read the other way
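also added = chemiluminescent substrate CDP-Star | test system = mouse IAP enzyme | signal = chemiluminescence readout | compound = DMSO-dissolved test compounds | incubation = 30 min at room temperature | benchmarks = DMSO wells, no-enzyme wells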
hIAP block – blocks human intestinal alkaline phosphatase. purified IAP, CDP-Star luminescence, 30 min. inhibition, % at 10 µM. 330,000 tested, 0.12% active;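 active = inhibition reaching a set limit with compound at 10 µM in the primary screen, cut at about 35% in these data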;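 note: plate controls were DMSO wells with enzyme for no effect and no-enzyme buffer wells for full effect; values of inactives mirror those of a sister screen read the other way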
tim10-1 inh – tim10-1 yeast growth inhibition; inhibition, % at 20 µM; S. cerevisiae tim10-1 ts strain growth, BacTiter-Glo, 24 h; 330,000 tested, 2.2% active;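 active = inhibition of at least 40%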;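 note: mutant grown at 25 °C; 0% = DMSO wells with yeast and 100% = wells holding no yeast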
NALP3 yeast inh – NALP3 inhibition in yeast. Yeast reconstituted NLRP3/ASC/caspase-1, beta-gal luminescence, 24 h. inhibition, % at 10 µM. 330,000 tested, 0.39% active;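 active = inhibition of 50% or more; inactive = inhibition below 50%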;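 note: plate controls were induced DMSO wells for no effect and uninduced yeast grown without galactose for full effect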
A3G deaminase – APOBEC3G (human) deaminase inhibition. recombinant A3G, ssDNA deamination FAM/TAMRA fluorescence. inhibition, % at 20 µM. 330,000 tested, 0.28% active. AID 493012;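 active = inhibition of at least 40% at 20 µM, with no more than 30% in the related APOBEC3A deaminase screen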;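 note: plate controls were DMSO wells with A3G for no effect and wells lacking A3G enzyme for full effect; some compounds called inactive have numbers as strong as hits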
Target sequence (Q9HC16 whole entry, looked up): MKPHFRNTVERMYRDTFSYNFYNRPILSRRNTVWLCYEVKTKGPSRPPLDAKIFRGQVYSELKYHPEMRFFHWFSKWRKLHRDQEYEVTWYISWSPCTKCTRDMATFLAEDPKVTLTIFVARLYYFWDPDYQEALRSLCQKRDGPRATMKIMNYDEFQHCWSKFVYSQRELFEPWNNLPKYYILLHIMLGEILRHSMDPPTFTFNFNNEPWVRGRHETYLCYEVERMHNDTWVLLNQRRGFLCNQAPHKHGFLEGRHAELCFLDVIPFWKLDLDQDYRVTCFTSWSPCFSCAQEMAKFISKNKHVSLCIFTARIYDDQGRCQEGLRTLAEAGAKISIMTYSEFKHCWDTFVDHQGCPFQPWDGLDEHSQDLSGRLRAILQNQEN
APOBEC3A inh – blocks human APOBEC3A ssDNA deamination | P31941 | recombinant A3A, FAM/TAMRA ssDNA deamination fluorescence | inhibition, % at 20 µM | 330,000 tested, 0.41% active | AID 493011;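 active = at least 40% inhibition at 20 µM here, with at most 30% in a related deaminase screen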;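 note: plate controls were A3A with DMSO for no effect and wells lacking A3A enzyme for full effect; some results filed as inactive read as strong as hits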
Target sequence (P31941 whole entry, looked up): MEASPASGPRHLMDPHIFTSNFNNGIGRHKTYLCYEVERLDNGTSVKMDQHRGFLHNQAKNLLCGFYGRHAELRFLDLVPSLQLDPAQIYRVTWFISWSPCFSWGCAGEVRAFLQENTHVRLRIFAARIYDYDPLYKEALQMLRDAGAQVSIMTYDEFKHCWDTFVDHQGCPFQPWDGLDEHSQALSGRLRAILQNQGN
mIAP block – mouse IAP inhibition. purified mouse IAP, CDP-Star luminescence, 30 min. inhibition, % at 10 µM. 330,000 tested, 0.2% active. AID 2806;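 active = inhibition of at least 40% at 10 µM in the primary screen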;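 note: plate controls were DMSO with enzyme for no effect and no enzyme wells for full effect; values of inactives mirror those of a sister screen read the other way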
beta cell repl – induces beta-cell replication in MIN6 cells. MIN6 cells proliferation, ATPlite luminescence, 48 h; cells starved in 0.2% serum; 100% = growth in 10% serum. proliferation, % at 10 µM. 330,000 tested, 0.29% active. AID 2380;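 active = compounds whose signal lies at least 3.5 SD above the mean of all wells on their plate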;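 note: 0% = DMSO-treated cells in low-serum medium and 100% = 10% serum control; some compounds called inactive have numbers as strong as hits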
* = called active by the depositor.

Screens in order – TIM10 inh	mIAP activ	hIAP block	tim10-1 inh	NALP3 yeast inh	A3G deaminase	APOBEC3A inh	mIAP block	beta cell repl
- Cc1cc2ncn(/N=C/c3ccc(-c4ccccc4)o3)c2cc1C
    30	0.92	0	47*	-2	-12	-3	8	-6
- O=[N+]([O-])c1cccc(S(=O)(=O)NCCCn2ccnc2)c1
    -7	1.1	-29	3	8	-7	-4	-6	0
- CCOc1ccc(C(=O)CC(C(=O)O)N2CCN(Cc3ccccc3)CC2)cc1 (stereo not drawn)
    2	0.93	9	5	11	2	3	7	0
- CCOC(=O)Cc1nnc(NC(=O)CSc2nnc3c4ccccc4n(C(C)C)c3n2)s1
    18	0.98	-3	15	-2	3	6	2	-2
- CCOC(=O)C1C(c2cccnc2)NC(=O)NC1(O)C(F)(F)F (stereo not drawn)
    4	1.1	-4	-4	-5	4	3	-8	0
- NC(=O)C1CCN(S(=O)(=O)c2cc3c4c(c2)CCN4C(=O)CC3)CC1
    10	1	3	3	21	2	4	0	2
- CCCCNc1c(-c2cccc(-c3cc(C(C)=O)cs3)c2)nc2cc(C)ccn12
    12	0.93	-10	17	32	0	-3	7	-7
- CCCCn1nnc(NC(=S)NC(=O)c2cccs2)n1
    4	0.99	9	26	21	-2	0	1	-2
- CSc1nnc(-c2ccc(Cl)cc2Cl)o1
    -8	0.96	8	-2	1	-4	-2	4	1
- CCN(CC)CCNC(=O)c1cc2c(-c3ccc(Cl)cc3)nn(C)c2s1
    19	1.1	-1	27	10	-4	3	-12	-8
- COC(=O)C1=C(C)N(c2ccc(Cl)cc2)/C(=C/c2cccs2)C1=O
    47*	0.78	-8	32	14	-1	2	22	0
- COCCOC(=O)C1=C(C)NC(=O)NC1c1c(F)cccc1Cl (stereo not drawn)
    9	0.98	7	-3	21	-5	-2	2	0
- CCOc1cc(/C=N/NC(=O)c2ccncc2)ccc1OS(C)(=O)=O
    -9	1	-6	21	5	0	-2	-3	0
- Cc1nnc2sc(-c3cccc4ccccc34)nn12
    5	1.1	-20	38	-9	-6	1	-8	-2
- CCOc1cc(S(=O)(=O)NCCCN2CCOCC2)ccc1F
    -5	0.94	-23	2	0	-10	-5	6	2
- O=C(CN1C(=O)c2cccc3cccc1c23)Nc1ccccc1C(=O)NCc1ccco1
    25	0.99	10	26	16	-1	0	1	-2
- O=C(CCC(=O)NCCO)NCCO
    -3	0.93	22	8	15	-3	-2	7	-3
- CCOC(=O)CNC(=O)OC1CCN2Cc3ccccc3N=C12 (stereo not drawn)
    9	1.1	9	24	3	-1	-4	-5	-3
- Cc1cc(C(=O)OCC(=O)N(C)c2ccccc2)c2ccccc2n1
    21	0.94	-2	13	1	-3	-1	6	6
- Cc1ccc(NC(=O)C(C)SCc2ccccc2)cc1 (stereo not drawn)
    3	1.1	16	20	35	1	-3	-14	-2
- CC1CCCC(NC(=O)COC(=O)c2ccc(Br)o2)C1C (stereo not drawn)
    21	0.97	16	17	26	-6	-4	3	0
- COCCSc1nnc(NC(=O)c2ccc(OC)c([N+](=O)[O-])c2)s1
    -8	0.96	0	-15	20	-2	5	4	2
- O=C(C1CC(=O)N(c2ccc(F)cc2)C1)N1CCCCCC1 (stereo not drawn)
    3	0.98	-10	5	9	-10	-2	2	-1
- CSCCC(NS(=O)(=O)c1ccc(Cl)cc1)C(=O)OCc1cccc(Cl)c1 (stereo not drawn)
    17	1	4	22	27	4	6	-1	-5
- CCC(OC(=O)c1cccs1)C(=O)NCc1ccco1 (stereo not drawn)
    -7	1.1	-3	1	9	-3	0	-14	-2
- C[C@H](CS)C(=O)N1CCC[C@H]1C(=O)O
    7	0.97	12	-7	15	-9	-1	3	-5
- O=C(Nn1cnnc1)C(c1ccccc1)c1ccccc1
    -7	0.99	13	-4	15	-1	-1	1	-2
- COc1ccc(-n2c(-c3ccccc3)nc(=S)c3c2CCCC3)cc1
    24	0.94	-26	29	13	-5	-2	6	0
- Cc1ccc(-c2nc(Nc3ccccc3)n[nH]2)cc1
    10	0.95	-16	-9	29	1	1	5	-1
- CC(NC(=O)Cc1ccccc1F)c1ccc(F)cc1 (stereo not drawn)
    17	1.1	1	10	3	-3	-4	-9	-1

Three compounds from above, sorted by the number in mIAP activ, rising:
Compound	mIAP activ
CCCCNc1c(-c2cccc(-c3cc(C(C)=O)cs3)c2)nc2cc(C)ccn12	0.93
COCCSc1nnc(NC(=O)c2ccc(OC)c([N+](=O)[O-])c2)s1	0.96
CCC(OC(=O)c1cccs1)C(=O)NCc1ccco1 (stereo not drawn)	1.1

Next entries
Screens in order – TIM10 inh	mIAP activ	hIAP block	tim10-1 inh	NALP3 yeast inh	A3G deaminase	APOBEC3A inh	mIAP block	beta cell repl
- CCCCNC(=O)CCC(=O)NNc1nc2ccccc2c2nc(C)nn12
    -11	0.78	-154	5	3	-8	-5	22	-1
- O=C(N[C@@H](Cc1ccccc1)C(=O)NCc1ccc(F)cc1)C1CCNCC1
    6	1	11	-11	11	-1	-1	-3	-2
- CCS(=O)c1ccccc1C(=O)OCC(=O)Nc1ccc2ccccc2c1 (stereo not drawn)
    -9	0.91	2	-6	17	-9	-5	9	1
- C=CCOc1ccc(CNc2nccs2)cc1OC
    -6	0.91	-6	8	23	-7	-13	9	-4
- COc1cccc(CNCC(=O)Nc2ccc(N3CCOCC3)cc2)c1
    -1	0.95	-22	13	7	-9	-4	5	-1
- COc1ccc(-n2c(SCC(=O)NNC(=O)c3ccccc3C)nnc2-c2ccncc2)cc1
    14	0.94	3	14	-14	-1	1	6	-2
- CCCC(C)c1nnc(NC(=O)COc2ccc3c(c2)OCO3)s1 (stereo not drawn)
    10	0.96	14	-27	0	-13	0	4	-2
- Cc1ccc(NC(=O)CN(C)C(=O)CSc2ccccc2F)cc1
    -4	1	-8	13	13	-5	2	0	-2
- Nc1nc2nc(-c3ccc(F)cc3)cc(C(F)(F)F)n2n1
    -12	1.1	-2	12	0	-2	-1	-8	5
- Cc1cc(Nc2ccc(C)c(Br)c2)n2nc(C)nc2n1
    14	0.82	-13	25	11	0	1	18	-3
- COc1ccc(-c2cc(CCCC(=O)N3CCN(c4ccc(OC)cc4)CC3)no2)cc1
    -5	1.1	-14	23	15	-2	0	-6	-7
- COc1cccc(CNC(=O)CCC2CCCN(C(=O)c3cc(C4CC4)[nH]n3)C2)c1 (stereo not drawn)
    -3	1.1	-32	-5	14	-5	-7	-10	-2
- CN(C)[C@@H]1C(=O)C(C(N)=O)=C(O)[C@@]2(O)C(=O)C3=C(O)c4c(O)ccc(Cl)c4[C@@H](O)[C@H]3C[C@@H]12
    -6	0.92	8	5	-5	1	21	8	0
- Cc1ccc(Nc2c(-c3ccccn3)nc3ccc(C)cn23)cc1
    26	1	-3	-15	47	-2	4	-4	-6
- CC(O)c1nc2ccccc2n1Cc1ccc([N+](=O)[O-])cc1 (stereo not drawn)
    -5	1.1	5	-1	4	-2	1	-11	-2
- COc1ccc(CCNC(=O)CN2C(=O)COc3ccc(S(=O)(=O)N4CCCC4)cc32)c(OC)c1
    9	1.1	-38	2	15	-6	-5	-5	-3
- COc1cc(Br)cc(CN2CCN(c3ncccn3)CC2)c1O
    5	0.97	-13	18	20	-4	-2	3	-1
- O=[N+]([O-])c1ccc(CN2CCN(c3ccc([N+](=O)[O-])cc3)CC2)cc1
    30	0.92	3	33	24	-10	-2	8	-6
- Cc1ccc(S(=O)(=O)N2CCOC2CNC(=O)C(=O)NCCc2c[nH]c3ccccc23)cc1 (stereo not drawn)
    15	1	10	19	22	-5	-6	0	-3
- CS(=O)(=O)Nc1ccc(C(=O)NCc2cccnc2)cc1
    9	0.99	-65	13	8	-3	-4	1	2
- Fc1ccccc1NC(=S)N1CCC(c2ccccc2)C1 (stereo not drawn)
    22	0.94	1	17	23	-1	0	6	3
- COc1ccc(CC(=O)N/N=C(\C)c2cccc(NC(=O)C3CC3)c2)cc1
    15	0.93	-21	37	24	1	-6	7	-5
- O=C(NCC1CCCO1)/C(=C/c1ccccc1)NC(=O)c1ccccc1 (stereo not drawn)
    10	1.2	-11	8	-12	-8	-5	-16	-2
- CCCOc1ccc(N2C(=O)CC(SCc3nc4ccccc4[nH]3)C2=O)cc1 (stereo not drawn)
    21	0.82	-35	38	18	-5	-3	18	1
- O=C(/N=C1/c2ccccc2CN1c1ccccc1)Nc1ccccc1
    23	1	-3	24	6	-4	7	-2	-3
- COc1ccc2c(CC#N)c[nH]c2c1
    9	1.1	20	4	12	-2	-1	-6	0
- O=C(CN1CCN(c2nc(-c3ccccc3)cs2)CC1)NNC(=O)c1ccco1
    18	1.1	-78	13	4	-11	0	-6	1
- O=C(CN1C(=O)NC2(CCc3ccccc32)C1=O)Nc1ccc(Br)cc1F (stereo not drawn)
    -7	0.9	0	-10	16	-5	-5	10	0
- COc1cc(CN(C2CCCCC2C)S(=O)(=O)c2ccc(S(=O)(=O)NC3CC3)cc2)cc(OC)c1OC (stereo not drawn)
    19	0.92	-7	16	0	-8	-5	8	-5
- Cc1occc1-c1nnc(SCc2cc(=O)n3cc(Br)ccc3n2)n1C
    -3	0.98	0	0	-15	-1	7	2	1
- COc1cc2c(cc1NC(=O)Nc1ccccc1)oc1ccccc12
    1	1.3	-4	-15	6	-11	-7	-25	-6
- O=C(c1ccc(Cl)cc1)C(CN1CCCCC1)c1ccccc1 (stereo not drawn)
    58*	0.94	8	19	18	-5	-1	6	-4
- Cc1ccc(C(=O)N2CC(C)SC2=Nc2cccc(S(=O)(=O)N(C)C)c2)cc1 (stereo not drawn)
    29	1.1	15	20	19	-2	-2	-7	0
